Eya2 inh – qHTS Assay for Inhibitors of the Phosphatase Activity of Eya2; Protein phosphatase EYA2 (Homo sapiens), O00167; recombinant Eya2, OMFP fluorescence dephosphorylation (OMFP is methylfluorescein phosphate); Potency, µM (series often up to 76.9 µM), for inactives: top-dose activity, negative = inhibition, usual class: inhibitors; hit rate 0.006% among 330,000; AID 488837, 2010; also: potency is read from the fitted curve at half-maximal effect; % is scaled to controls: 0 for no effect and ±100 for the full control effect
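Eya2 (0.2 uM) preincubated 10 min at ambient with compound, then OMFP substrate added at 50 uM; 10 min reaction in 50 mM HEPES pH 7.5, 50 mM NaCl, 5 uM MgCl2, 0.05% BSA, 1 mM DTT. Fluorescence read at Ex 485/Em 525 nm.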
A-T KAP1 phos – qHTS Assay for Identifying a Potential Treatment of Ataxia-Telangiectasia. Potency, µM (top dose mostly 57.5 µM), without a hit: at the top dose activation, usual class: activators. AID 485349, 2010. […] A-T fibroblasts, KAP-1 phosphorylation AlphaLISA; neocarzinostatin DNA damage 30 min before lysis. hit rate 0.19% among 320,000; also: potency is read from the fitted curve at half-maximal effect; % of control where 0% means no effect; nearly all actives have a fitted effect of over 45% in size
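hTERT-immortalized A-T patient fibroblasts ([…]), 500 cells/well in OPTI-MEM, 1% FBS, got compounds for 60 min, then NCS for 30 min at 37C. Lysates were then assayed for phospho-KAP-1 by AlphaLISA (anti-pKAP1 donor, anti-KAP1 acceptor beads), 6 hr at 25C.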
TRPV1 agonist – HTS Assay for Compounds that Act as Agonists of the Vanilloid Receptor 1; Transient receptor potential cation channel subfamily V member 1 (Homo sapiens), Q8NER1; TRPV1-expressing cells, Fluo-8 calcium influx, agonist mode; activation, % at 8.33 µM; hit rate 0.19% among 320,000; AID 540275, 2011; in the data active = activation above about 80%; inconclusive = between about 30% and that limit; also: 0% is about no effect
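Fluo-8 calcium influx in TRPV1-expressing cells, kinetic read (ex 480/em 520 nm). Compound added and read 3 min for agonist activity, followed by capsaicin at EC20 final and 2 min further read for enhancement.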
TCR act – Activators of T cell receptors: qHTS campaign. 330,000 tested, under 10 active. Potency, µM (highest dose often 9.22 µM), without a hit: top-dose activation of IL-2 secretion, usual class: activators. AID 504894, 2011. primary human leukocytes, anti-CD3, IL-2 HTRF, 48 h; also: % of control where 0% means no effect
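Activity was scored as IL-2 release from primary human leukocytes given only a TCR signal (a-CD3 beads) plus compound for 48 hr. Detection used a two-antibody HTRF format read at 665nm.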
USP2a block – qHTS Assay for Inhibitors of Ubiquitin-specific Protease USP2a Using CHOP2 as the Reporter; Ubiquitin carboxyl-terminal hydrolase 2 (Homo sapiens), O75604; USP2 core, Ub-CHOP2 coupled fluorogenic reporter, 485/531; Potency, µM (top dose mostly 38.3 µM), without a hit: at the highest dose activity change, negative = inhibition, usual class: inhibitors; hit rate 0.01% among 330,000;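 also: potency is read from the fitted curve at half-maximal effect; plate controls were DMSO wells for no effect and full inhibition by NEM control for full effect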
Target sequence (O75604 whole entry, looked up): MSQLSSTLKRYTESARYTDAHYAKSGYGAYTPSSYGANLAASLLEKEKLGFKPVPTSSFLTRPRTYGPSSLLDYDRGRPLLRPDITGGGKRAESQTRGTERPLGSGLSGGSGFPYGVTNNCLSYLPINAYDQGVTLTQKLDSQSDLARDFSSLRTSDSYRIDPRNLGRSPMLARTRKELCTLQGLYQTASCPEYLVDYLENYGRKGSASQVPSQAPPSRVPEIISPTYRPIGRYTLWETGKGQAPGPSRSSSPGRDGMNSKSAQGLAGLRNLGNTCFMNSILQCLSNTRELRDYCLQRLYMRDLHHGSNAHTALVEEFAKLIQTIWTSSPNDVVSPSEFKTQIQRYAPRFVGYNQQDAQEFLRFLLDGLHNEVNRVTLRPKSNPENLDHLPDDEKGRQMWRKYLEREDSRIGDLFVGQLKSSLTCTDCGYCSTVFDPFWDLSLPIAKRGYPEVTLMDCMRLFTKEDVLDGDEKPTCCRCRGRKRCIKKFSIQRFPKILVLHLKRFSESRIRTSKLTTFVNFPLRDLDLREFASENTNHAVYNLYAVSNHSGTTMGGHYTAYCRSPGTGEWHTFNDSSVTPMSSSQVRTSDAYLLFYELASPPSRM
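Deubiquitinase activity read as fluorescence (485/531 nm) after Ub-CHOP2 cleavage activates the enterokinase reporter on its substrate; USP2 core 10nM, Ub-CHOP2 and substrate 25nM each, 30min compound preincubation then 60min RT; data normalized to NEM, curves fitted.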
KCNH2 3.1 block – qHTS for Inhibitors of KCHN2 3.1: Mutant qHTS; hit rate 0.95% among 340,000; Potassium voltage-gated channel subfamily H member 2, brain isoform KCNH2 3.1 (human); U2OS KCNH2 3.1, thallium flux FluxOr; stronger effect = lower value; activity change, % (tested at about 1.8 µM);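 active = maximum activity change below -70%; inconclusive = maximum activity change from -70% to -50%; inactive = maximum activity change above -50%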;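 also: thallium influx rate constant from kinetic fluorescence after stimulation buffer; % is scaled to controls: 0 for no effect and ±100 for the full control effect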
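Virally transduced U2OS (3.1 isoform, 4 h infection in dark at RT) → overnight 37 C → FluxOr + Red40 in HBSS/HEPES, 45 min → stimulation buffer, 2 min kinetic read → rate constant vs DMSO controls.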
hERG WT inh – qHTS for Inhibitors of KCHN2 3.1: Wildtype qHTS. U2OS, BacMam KCNH2, thallium flux FluxOr; stronger effect = lower value. activity change, % at 1.84 µM. hit rate 0.37% among 340,000;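 active = maximum activity change below -70%; inconclusive = maximum activity change between -70% and -50%; inactive = maximum activity change above -50%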; also: % is scaled to controls: 0 for no effect and ±100 for the full control effect
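U2OS cells transduced with wild-type KCNH2 virus are loaded with FluxOr dye for 45 min, and thallium flux is measured in kinetic reads before and after stimulation buffer. Rate constants are normalized to DMSO controls.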
Mito fusion act – qHTS Assay for Small Molecule Inhibitors of Mitochondrial Division or Activators of Mitochondrial Fusion; S. cerevisiae fusion-defective mutant growth rescue, CellTiterGlo 48 h; hit rate 0.23% among 320,000; Potency, µM (series often up to 46.1 µM), inactives show at the highest dose growth rescue (activation), hits mostly activators;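 also: potency is read from the fitted curve at half-maximal effect; % of control where 0% means no effect; nearly all actives have a fitted effect of over 45% in size; temperature-sensitive fusion mutants such as fzo1-1 at 37 °C on non-fermentable ethanol glycerol medium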
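S. cerevisiae fusion-defective temperature-sensitive mutants (e.g. fzo1-1, mgm1-5) grown 48 h at 37C in YPEG (ethanol/glycerol non-fermentable) medium with 23 nl compound per well; growth rescue read as CellTiterGlo luminescence.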
ELG1 repair inh – qHTS screen for small molecules that inhibit ELG1-dependent DNA repair in human embryonic kidney (HEK293T) cells expressing luciferase-tagged ELG1; HEK293T ELG1-luciferase reporter, luminescence, 16 h; DNA damage induced by 5-fluorouridine; Potency, µM (top dose mostly 46.1 µM), for inactives: at the highest dose activity change, negative = inhibition, hits mostly inhibitors; hit rate 2.3% among 330,000; AID 504467, 2011; also: potency is read from the fitted curve at half-maximal effect; % is scaled to controls: 0 for no effect and ±100 for the full control effect; nearly all actives have a fitted effect of over 55% in size
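Quantitative HTS, concentration-response format. 2,000 cells/well co-treated with 5-fluorouridine and compound, 16 hr in 5% CO2 at 37 °C; ONE-Glo luminescence read after 30 min.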
TSHR antagonist – Antagonists of the Thyroid Stimulating Hormone Receptor: HTS campaign; activity change, negative = inhibition, % at 11.5 µM; hit rate 0.2% among 330,000; Thyrotropin receptor (Homo sapiens), P16473; TSHR-expressing cells, TSH-stimulated cAMP HTRF, 2 h; stronger effect = lower value;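 active = activity change below a set negative limit, meaning inhibition stronger than a set level, cut at about -70% in these data; inconclusive = activity change between two set negative limits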; also: % is scaled to controls: 0 for no effect and ±100 for the full control effect
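TSHR-expressing cells, 200/well, pre-treated with compound, then stimulated with EC80 TSH (4nM final) for 2 hours at 37 deg C. cAMP measured by competitive HTRF: anti-cAMP cryptate antibody in lysis buffer plus cAMP-d2, read after 30 minutes at room temperature.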
An asterisk follows results filed as active; ? = inconclusive; nt = not tested or not shown; [ ] = remark or other dose. Unless noted, calls follow the shape of the dose curve; as a rule, active = well fitted curve in the direction sought with a large enough effect; inconclusive = small, poorly fitted or top-dose-only effect, or another doubt; inactive = no such curve, though single readings can be large; an effect the other way counts as inactive or inconclusive. This is a subset; rates above refer to the full screens.

SMILES	Eya2 inh	A-T KAP1 phos	TRPV1 agonist	TCR act	USP2a block	KCNH2 3.1 block	hERG WT inh	Mito fusion act	ELG1 repair inh	TSHR antagonist
CCOC(=O)c1c(S(=O)(=O)N2CCCC(C(=O)Nc3ccc(C)cn3)C2)c(C)n(C)c1C (stereo not drawn)	-2%	8%	-5	-1%	2%	-3	-8	23%	6%	12
COc1ccc(S(=O)(=O)N2CCCCC2)cc1NC(=O)c1ccc([N+](=O)[O-])o1	0%	5%	3	-2%	-1%	5	-6	4%	?	-5
CCN(CC)c1ccc(NC(=O)CN2CCN(c3ccc(F)cc3)CC2)cc1	8%	-3%	10	9%	-2%	-4	-3	2%	-14%	0
COC(=O)C1CN(C(=O)COc2ccccc2C)c2ccccc2O1 (stereo not drawn)	-4%	3%	3	3%	-1%	-13	0	6%	?	-2
CCOc1ccccc1C(=O)N1c2ccccc2Sc2ccccc21	-16%	14%	?	-4%	-2%	-15	7	12%	?	-10
O=C(CSc1ccccc1C(=O)O)NCc1ccc(Cl)cc1	5%	-1%	1	0%[46.1 µM]	2%	9	3	-4%	17%	6
Cn1c(CNC(=O)CCNC(=O)c2ccccc2)cc(=O)n(C)c1=O	14%	-7%	0	1%	3%	25	0	5%	6%	14
NC(=S)NC1CC2C=CC1C2 (stereo not drawn)	3%	-7%	-2	-1%	1%	-23	0	-2%	8%	-1
Nc1ccc(NC(=O)c2ccccc2)c2c1C(=O)c1ccccc1C2=O	-9%	2%	-8	8%	0%	10	-6	-1%	-6%	13
COc1ccccc1NC(=O)c1ccc(-c2ccccc2[N+](=O)[O-])o1	?	-2%	-5	-1%	-2%	-9	-20	?	?	15
CCCCNC(=O)CSc1nc2ccc(Nc3nc(N4CCOCC4)nc(N4CCOCC4)n3)cc2s1	0%	-6%	-10	0%	1%	7	2	4%	5.8µM*	-26
O=C(COC(=O)c1cccs1)NCc1ccco1	4%	6%	-2	7%	3%	3	-15	-4%	7%	-5
CCCCC[C@H]1CN(CCCC)C(=O)[C@@H]1CC(=O)NCc1ccccc1	0%	1%	?	-1%	4%	-2	3	6%	5%	4
COc1ccccc1Oc1ccc(NC(=O)c2ccc(Cl)cc2)cc1	-8%	4%	?	-66%	2%	-18	-9	5%	?	-14
Cc1ccc(-c2nnc(-c3ccccc3)c(-c3ccccc3)n2)cc1	0%	0%	?	-1%[46.1 µM]	2%	-9	-3	11%	13%	-2
O=C(NCc1ccccc1Br)c1ccco1	25%	0%	2	-7%	0%	-1	-3	-1%	13%	-1
CCN1CCN(CCOc2ccc(Br)cc2C)CC1	0%	-2%	1	3%	0%	5	28	-3%	5%	-12
COC(=O)C1=C(C)N(c2cccc3ccccc23)C(=O)C1	-16%	-2%	-1	nt	0%	-1	0	7%	?	-3
COc1ccc(-n2nc(C(=O)NCC(=O)N3CCC(C(N)=O)CC3)c3ccccc3c2=O)cc1	-8%	3%	3	-2%	-2%	12	25	-1%	9%	-2
COc1ccc(N=c2scc(C)n2CCCN2CCCC2=O)cc1	3%	6%	-1	7%	1%	-13	5	-7%	-5%	12
O=C(NCCc1ccc(S(=O)(=O)N2CCCC2)cc1)c1cccs1	0%	0%	?	-2%	-8%	-4	-8	-3%	-16%	5
COC(=O)c1ccccc1NC(=O)CN1C(=O)C2CCCN2c2ncc(Cl)cc21 (stereo not drawn)	12%	-9%	6	nt	-1%	nt	nt	8%	-4%	-4
COCc1cc(C)nc2sc3c(=O)n(-c4cccc5ccccc45)nnc3c12	-6%	0%	-2	1%	1%	7	-14	-1%	?	-5
CSc1cccc(NC(=S)N2CCCN(Cc3ccccc3F)C2)c1	-8%	-1%	4	6%	-1%	-19	9	28%	-5%	7
N#CC1=C(N)Oc2ccc3ccc(O)cc3c2C1c1cccnc1 (stereo not drawn)	-16%	2%	1	nt	0%	-2	-3	-2%	?	12

3 entries picked at random from those above, as already listed:
SMILES	Eya2 inh	A-T KAP1 phos	TRPV1 agonist	TCR act	USP2a block	KCNH2 3.1 block	hERG WT inh	Mito fusion act	ELG1 repair inh	TSHR antagonist
O=C(NCCc1ccc(S(=O)(=O)N2CCCC2)cc1)c1cccs1	0%	0%	?	-2%	-8%	-4	-8	-3%	-16%	5
CCCCNC(=O)CSc1nc2ccc(Nc3nc(N4CCOCC4)nc(N4CCOCC4)n3)cc2s1	0%	-6%	-10	0%	1%	7	2	4%	5.8µM*	-26
COCc1cc(C)nc2sc3c(=O)n(-c4cccc5ccccc45)nnc3c12	-6%	0%	-2	1%	1%	7	-14	-1%	?	-5

New compounds follow:
SMILES	Eya2 inh	A-T KAP1 phos	TRPV1 agonist	TCR act	USP2a block	KCNH2 3.1 block	hERG WT inh	Mito fusion act	ELG1 repair inh	TSHR antagonist
Cc1nn(-c2ccccc2)c(C)c1/C=C/C(=O)OCC(=O)Nc1ccc(C(N)=O)cc1	-6%	9%	5	nt	-5%	17	-4	-1%	?	-1
COc1ccc(NC(=O)CSc2ccccc2)cn1	-2%	1%	4	3%	1%	-6	3	-4%	?	-5
O=S(=O)(NN1CCOCC1)c1cc(Cl)cc(Cl)c1O	3%	1%	-4	3%	1%	nt	7	-3%	-2%	-4
CN(CCc1ccccn1)C(=O)Nc1ccc(F)cc1	17%	3%	3	-6%	2%	-6	-5	-5%	13%	7
Cc1noc(C)c1COc1cccc(C(=O)OCC(=O)N2CC(=O)Nc3ccccc32)c1	1%	-14%	-3	-4%	0%	12	-2	0%	-4%	2
c1ccc(-c2csc3ncnc(N4CCOCC4)c23)cc1	0%	-1%	20	1%	1%	15	4	?	?	-4
COc1ccc(C(=O)COC(=O)c2cc(S(=O)(=O)N3CCCCC3)ccc2N2CCOCC2)c(OC)c1	-3%	6%	-1	1%	2%	-30	-3	-27%	?	-4
CC(C)Cn1nc(NC(=O)C(C)(C)C)c2cc3ccccc3nc21	-4%	29%	?	nt	2%	7	4	15%	-1%	16
O=C(CSCCOc1ccccc1)NCc1ccncc1	11%	-1%	?	1%	8%	3	1	-3%	-1%	2
Cc1cc2c(c(SCC(=O)N(C)c3ccccc3)n1)C(=O)OC2	5%	4%	-2	-2%	3%	-10	2	1%	-8%	7
CCOc1ccccc1C(=O)N1CCN(c2cccc(Cl)c2)CC1	-1%	-12%	21	2%	5%	1	1	9%	1%	13
CC(=O)c1cccc(NC(=O)Cc2cccs2)c1	-5%	-1%	5	-1%	-1%	3	0	4%	-2%	4
Cn1c(SCC(=O)Nc2ccc(N3CCOCC3)cc2)nnc1C1CC1	-1%	9%	0	-2%	2%	-27	8	-7%	18%	4
O=C(c1cccc(S(=O)(=O)N2CCN(c3ccccc3)CC2)c1)N1CCN(c2ccccc2O)CC1	14%	-9%	0	1%	-1%	-20	-4	5%	-23%	0
CC(=O)Nc1ccc(NC(=O)C2CCC(CNS(=O)(=O)c3cccc4nsnc34)CC2)cc1 (stereo not drawn)	6%	-14%	-3	-1%	3%	-4	2	-2%	-4%	-3

Entries listed so far that contain a furan ring, fused or not (4):
SMILES	Eya2 inh	A-T KAP1 phos	TRPV1 agonist	TCR act	USP2a block	KCNH2 3.1 block	hERG WT inh	Mito fusion act	ELG1 repair inh	TSHR antagonist
COc1ccc(S(=O)(=O)N2CCCCC2)cc1NC(=O)c1ccc([N+](=O)[O-])o1	0%	5%	3	-2%	-1%	5	-6	4%	?	-5
COc1ccccc1NC(=O)c1ccc(-c2ccccc2[N+](=O)[O-])o1	?	-2%	-5	-1%	-2%	-9	-20	?	?	15
O=C(COC(=O)c1cccs1)NCc1ccco1	4%	6%	-2	7%	3%	3	-15	-4%	7%	-5
O=C(NCc1ccccc1Br)c1ccco1	25%	0%	2	-7%	0%	-1	-3	-1%	13%	-1

Source: PubChem
